# Source: PubChem BioAssay
# HCMV inh – blocks human cytomegalovirus replication | HFF cells, HCMV-luciferase reporter, 72 h; stronger effect = lower value | activity change, negative = inhibition, % at 57.5 µM | 410,000 compounds, 4.5% hits | AID 1259415; in the data active means activity change below about -60%; inconclusive means no clear call, values can overlap the other calls; inactive means above about -39%; further: on the % scale 0 is the no-effect control and ±100 the full control effect
#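 Steps: HFFs plated, 16 h 37C; compounds added; HCMV-luciferase added to MOI 1 PFU/cell; 72 h 37C; OneGlo reagent, 5 min room temperature; luminescence read, normalized to controls.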
# Giardia FBPA inh – Giardia lamblia aldolase inhibition; 290,000 compounds, 0.71% hits; A8B2U2; purified Giardia FBPA; AID 2451; Potency, µM (series often up to 59.6 µM), for inactives: top-dose activity, negative = inhibition, actives largely listed as inhibitors; further: potency means the concentration at half of the fitted maximal effect; on the % scale 0 is the no-effect control and ±100 the full control effect; nearly all actives have a fitted effect of over 55% in size
# Target sequence (A8B2U2 whole entry, looked up): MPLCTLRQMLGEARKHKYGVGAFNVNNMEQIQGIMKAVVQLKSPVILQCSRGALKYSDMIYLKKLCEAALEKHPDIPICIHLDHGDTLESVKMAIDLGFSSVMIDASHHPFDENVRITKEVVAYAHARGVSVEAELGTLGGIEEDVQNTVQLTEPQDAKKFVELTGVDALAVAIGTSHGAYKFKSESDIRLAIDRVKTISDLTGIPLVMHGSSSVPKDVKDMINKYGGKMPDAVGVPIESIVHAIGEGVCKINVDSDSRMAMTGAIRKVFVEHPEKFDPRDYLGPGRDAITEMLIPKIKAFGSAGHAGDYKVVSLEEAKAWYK
#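 Giardia FBPA (40 nM reagent) was preincubated 10 min at RT with compound (up to 57.5 uM final), then substrate plus GAPDH/TPI/NAD/arsenate coupling system with diaphorase/resazurin was added; resorufin fluorescence (525/598 nm) was read after 20 min.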
# CHX counter – counter-screen for Shiga toxin inhibitors: cycloheximide protein synthesis inhibition. cell reporter, cycloheximide protein synthesis inhibition counterscreen. max response, %. 300,000 compounds, 12% hits. AID 2314; in the data active means max response mostly above about 13%, no sharp cut-off; inactive means mostly below about 14%; further: read at 38.3 µM for the half of the compounds with a filed dose; 0% is about no effect
# AmpC no deterg – blocks E. coli AmpC beta-lactamase in detergent-free assay | 330,000 compounds, 0.52% hits | AID 485341 | Potency, µM (series often up to 57.1 µM), for the others: at the top dose activity change, negative = inhibition, usual class: inhibitors | AmpC nitrocefin hydrolysis, absorbance 480 nm, 0.0001% Triton;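 further: potency means the concentration at half of the fitted maximal effect; plate controls were no compound for no effect and no enzyme for full effect; nearly all actives have a fitted effect of over 20% in size; some results filed as inactive show a strong effect at the top dose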
# Target sequence (P00811 whole entry, looked up): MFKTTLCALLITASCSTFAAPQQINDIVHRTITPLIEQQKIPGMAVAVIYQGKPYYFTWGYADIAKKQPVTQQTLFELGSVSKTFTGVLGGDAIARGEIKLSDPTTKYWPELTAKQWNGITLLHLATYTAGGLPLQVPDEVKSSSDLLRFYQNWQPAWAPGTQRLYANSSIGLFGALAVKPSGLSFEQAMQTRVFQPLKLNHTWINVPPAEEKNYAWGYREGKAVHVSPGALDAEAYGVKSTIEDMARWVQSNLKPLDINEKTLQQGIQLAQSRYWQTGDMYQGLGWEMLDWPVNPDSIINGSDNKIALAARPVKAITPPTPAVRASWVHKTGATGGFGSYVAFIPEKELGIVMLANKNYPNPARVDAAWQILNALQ
#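 20 mM phosphate pH 7.0 + 0.01% (detergent screen) or 0.0001% Triton X-100; 5.3 nM AmpC reagent; cpd preinc 15 min RT; nitrocefin (800 uM stock) to start; A480 q20 s × 4 min; Activity was normalised to no-enzyme and no-compound control wells.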
# AmpC inh detg – AmpC beta-lactamase inhibition with detergent present | AmpC hydrolysis of nitrocefin, absorbance 480 nm, 0.01% Triton | Potency, µM (highest dose often 114 µM), for inactives: at the highest dose activity change, negative = inhibition, hits mostly inhibitors | 370,000 compounds, 0.041% hits | AID 485294;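 further: potency means the concentration at half of the fitted maximal effect; 0% = no-compound wells and -100% = no-enzyme wells; nearly all actives have a fitted effect of over 25% in size; some results filed as inactive show a strong effect at the top dose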
#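 AmpC (5.3 nM in the dispensed reagent) in 20 mM phosphate pH 7.0 with 0.01% (detergent screen) or 0.0001% Triton X-100 was preincubated with compounds for 15 min at room temperature. Nitrocefin was then added from an 800 uM solution, and hydrolysis was followed at 480 nm.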
# Shiga toxin inh – Shiga toxin inhibition | Vero cells, Shiga toxin protein synthesis inhibition reporter | inhibition, % at 38.7 µM | 290,000 compounds, 9.2% hits; in the data active means inhibition mostly above about 28%, no sharp cut-off; inactive means mostly below about 43%; further: 0% is about no effect
# AMA1-RON2 inh – disrupts binding of P. falciparum AMA1 to RON2 | AlphaScreen AMA1-biotinylated RON2 peptide binding | Potency, µM (doses to about 58.2 µM), inactives show at the highest dose activity change, negative = inhibition, hits mostly inhibitors | 360,000 compounds, 0.2% hits;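 further: potency means the concentration at half of the fitted maximal effect; 0% = vehicle wells and -100% = peptide control; nearly all actives have a fitted effect of over 45% in size; some results filed as inactive show a strong effect at the top dose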
#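 AMA1 (3D7) with his tag at 25 nM final met compounds first, then biotinylated RON2 peptide at 25 nM; detection used donor plus acceptor beads, 10 µg/mL apiece, read by AlphaScreen after 30 min at room temperature.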
# * marks the source's active call; other numbers are inactive results; ? = inconclusive; · = no result given; & = joins results of further samples; [ ] = dose if it differs, or a comment. Unless noted, the call rests on the fitted dose curve; in most records, active means well fitted curve in the direction sought with a large enough effect; inconclusive means small, poorly fitted or top-dose-only effect, or another doubt; inactive means no such curve, though single readings can be large; an effect the other way counts as inactive or inconclusive.
SMILES,HCMV inh,Giardia FBPA inh,CHX counter,AmpC no deterg,AmpC inh detg,Shiga toxin inh,AMA1-RON2 inh
Cn1nnnc1N=N/C(=N/Nc1ccccc1)c1ccccc1,-86*,0%,17*,-49%,3%,45,?
CN(CC(=O)Nc1ccc(S(=O)(=O)N2CCCC2)cc1)Cc1c(F)cccc1Cl,-70*,-1%,11,3%,?,5,-15%
COc1ccc(NC(=O)CN(c2cccc(F)c2)S(C)(=O)=O)cc1OC,14,0%,-4,-21%,-19%,-8,-2%
Cc1cccc(N2CCC(NCc3c(C(=O)N4CCCCC4)nc4c(C)cccn34)CC2)c1,-13,0%,-5,165%[activator],4%,-8,-24%
COc1ccc(N2CCN(CCCNC(=S)Nc3c(C)cccc3C)CC2)cc1,-36,-1%,-4,-6%,4%,-10,-22%
COc1ccc(OCC(=O)NCc2ccc(Cl)cc2)cc1,54,15%,1,-12%,-15%,·,2%
CCc1nnc(NC(=O)CSc2nnc(C3CCCCC3)n2-c2cccc(Cl)c2)s1,82,0%,-3,49%,0%,2,-4%
CCOC(=O)c1c(-c2cccs2)csc1NC(=O)c1ccco1,-11,5%,3,-23%,?,15,-5%
CC(Nc1cccc([N+](=O)[O-])c1)C(=O)Nc1ccc(S(=O)(=O)N2CCCC2)cc1 (stereo not given),-21,·,·,-55%,?,·,-2%
CCOC(=O)c1cc(-c2ccccc2C)n(CC2CC(c3cccc([N+](=O)[O-])c3)=NO2)n1 (stereo not given),-24,·,·,64%[activator],-11%,·,-21%
CN1CCN(c2ccc(S(=O)(=O)C(F)(F)F)cc2[N+](=O)[O-])CC1,13,2%,-2,-2%,-8%,23,13%
O=C(O)c1cc2ccccc2[nH]1,5,15%,·,·,·,·,-5%
CCc1ccccc1NC(=O)C1CCN(c2cnccn2)CC1,?,-7%,15,-5%,-7%&3%,30,-11%
O=C(Nc1ccc(S(=O)(=O)Nc2nccs2)cc1)c1ccc(=O)[nH]c1,-18,-19%,-3,-27%,2%,-10,?
CCOC(=O)c1ccc(NC(=S)Nc2cccc(N)n2)cc1,-18,?,50*,-32%,8%,81*,16%
c1ccc(C(NCc2cccnc2)(c2ccccc2)c2ccccc2)cc1,·,5%,-2,·,·,5,·
Cc1ccc(NC(=O)Nc2cnccn2)cc1C,-16,2%,28*,-21%,3%,96*,0%
O=c1oc(-c2ccccc2)nc2sc3c(c12)CCC3,-9,1%,70*,-43%,0%,70*,-18%
Cc1ccc(-c2nnn(CC(=O)O)n2)cc1,-4,28%,-3,-7%,-3%,2,-4%
O=C(Nc1ccc(C(=O)O)cc1)/C(=C/c1ccc([N+](=O)[O-])cc1)NC(=O)c1ccccc1,-29,2%,1,-28%,-21%,-4,-3%
O=C(/C=C/c1ccccc1)NC(NC(=S)Nc1ccc(Cl)cc1Cl)C(Cl)(Cl)Cl (stereo not given),·,-7%,2,-32%,?,-9,4%
c1ccc(-c2noc(CSc3nnnn3-c3ccccc3)n2)cc1,52,-1%,11,-15%,7%,20,18%
CC(=NCCO)c1c(O)n(C2CCCCC2)c(=O)[nH]c1=O,-12,6%,22,-9%,-7%,36,19%
O=C(/C=C/c1ccccc1)NCCSCc1ccc(Cl)cc1,17,5%,0,-23%,0%,-17,9%
COc1ccc(Cl)cc1C(=O)NCCS(=O)(=O)N1CCN(c2ccccc2F)CC1,2,7%,-1,5%,-7%,-6,-5%
COc1ccc(NC(=O)CCCN2C(=O)C3CC=CCC3C2=O)cc1 (stereo not given),-19,4%,24*,3%,3%,40*,-3%
Cc1ccc(NC(=O)CCC(=O)NNC(=O)c2ccccc2)c(C)c1,-37,1%,-5,-18%,0%,-3,14%
O=C(OCC(=O)N1CCCc2ccccc21)c1ccc(Cl)nc1,4,6%,-1,-17%,0%,-4,2%
CCOC(=O)CCSc1nc(-c2ccccc2)cc(C(F)(F)F)n1,24,-5%,-2,-11%,3%,-5,71%[activator]
CCC(=O)NCCNC(=O)c1c(SC)nsc1SC,-6,2%,-3,-7%,5%,13,-2%
COc1ccc2oc(C(=O)OCC(=O)Nc3ccccc3)c(C)c2c1,-13,-1%,29*,-42%,1%,35*,3%
CCCN(CC1CC1)C(=S)NC(=O)c1cc(Br)ccc1Cl,14,·,·,-20%,0%,·,38%[activator]
CC(C)CCn1c(CN2CCOCC2)nc2c1c(=O)n(C)c(=O)n2C,13,2%,-2,25%,-10%,-2,-3%
O=C(NNC(=O)c1sccc1-n1cccc1)c1ccc(Cl)cc1,-10,1%,0,?,-2%,-8,17%
CCOC(=O)c1sc(C)c2c1NC1(CCCCCC1)NC2=O,9,2%,-4,-13%,2%,-5,0%
O=C(OCc1cc(Cl)cc2c1OCOC2)c1cccnc1Cl,0,·,·,-22%,·,·,20%
Cc1c(Cl)cnc(NC(=O)COC(=O)C2CC2)c1Cl,-14,·,·,-29%,·,·,-2%
Cc1cccc(C#N)c1NC1=CC(=O)CC(C)(C)C1,-5,-3%,6,-8%,7%,-5,0%
O=c1[nH]nc(SCc2nc3ccccc3s2)n1C1CC1,217,-23%,52*,-14%,1%,103*,-4%
COC(=O)CN1C(=S)N(c2ccc(F)cc2)C(=O)C1CC(=O)Nc1ccccc1 (stereo not given),23,-3%,-4,1%,2%,-9,-9%

# As entered above.
# AmpC no deterg, `CCC(=O)NCCNC(=O)c1c(SC)nsc1SC` → -7%
# AmpC no deterg, `Cc1ccc(NC(=O)CCC(=O)NNC(=O)c2ccccc2)c(C)c1` → -18%
# Shiga toxin inh, `COc1ccc(NC(=O)CCCN2C(=O)C3CC=CCC3C2=O)cc1` (stereo not given) → 40*

# Further records
SMILES,HCMV inh,Giardia FBPA inh,CHX counter,AmpC no deterg,AmpC inh detg,Shiga toxin inh,AMA1-RON2 inh
Cc1cc(NC(=O)CSc2ncnc3c2cnn3-c2ccccc2)no1,-4,10%,3,-19%,-7%,-5,6%
Cc1ccc(-c2cc(C(=O)O)c3ccccc3n2)s1,183,-19%,23,-19%,-4%,25,3%
COc1cccc(-c2cc(C(=O)N3C(C)CCCC3C)no2)c1 (stereo not given),115,-4%,100*,45%,2%,72*,38%[activator]
C=CCOc1ccc(C(=O)O)cc1Cl,-16,-1%,-1,0%,-12%,-6,27%
O=[N+]([O-])c1ccc(O)c(/C=N/n2cnc3ccccc32)c1,-29,5%,3,-5%,?,-2,-4%
O=C(Nc1nc(-c2ccccn2)cs1)Nc1ccc(F)cc1F,?,?,35*,87%,0%,85*,88%[activator]
C/C(=N/NC(=O)c1ccncc1)c1ccccc1,16,-6%,9,-7%,-11%,·,0%
CCOC(=O)C1(Cc2cccc(OC)c2)CCN(Cc2cccc(OC)c2O)CC1,-73*,-5%,-1,53%,-3%,-6,-5%
CCC(=O)NC(=S)Nc1ccc(NC(=O)c2cc3ccccc3o2)c(OC)c1,?,-5%,1,-7%,-6%,30*,1%
CC(C)(C)OC(=O)C[C@H]1C/C=C\C[C@@H](CC(=O)N(CCO)Cc2ccccc2)C(=O)N2CCC[C@H]2COC1=O,4,·,·,190%[activator],·,·,0%
CCOC(=O)CCC(=O)c1c(C)oc2ccc(OC)cc12,-15,6%,-3,-8%,3%,10,-1%
CC(NC(=O)CCc1ccccc1)c1cc2c(cc1Cl)OCCO2 (stereo not given),?,3%,-1,-22%,15%,-4,0%
CCOc1ccc2c(c1)s/c(=N\S(=O)(=O)c1ccc(OC)cc1)n2C(F)F,-14,-2%,10,·,-3%,-12,-5%
Cc1ccc(C2/C(=C(\O)c3c(C)nc4ccccn34)C(=O)C(=O)N2CCN(C)C)o1 (stereo not given),11,-24%,-2,-7%,-7%,10,13%
CC(C)C(C(=O)Nc1sc2c(c1C#N)CCCCC2)N1C(=O)c2ccccc2C1=O (stereo not given),63,·,3,-19%,-9%,12,-9%
O=C(CN1C(=O)/C(=C/c2ccco2)SC1=S)NC1CCS(=O)(=O)C1 (stereo not given),4,?,1,-27%,?,-18,-10%
c1ccc(Cc2nn3c(COc4ccccc4)nnc3s2)cc1,4,4%,13*,0%,0%,60*,-4%
CN(CCc1ccccn1)C(=S)Nc1ccc(Cl)c(Cl)c1,?,-10%,10,6%,1%,6,11%
COc1ccc2c(c1)C(=O)OC2CC(=O)O (stereo not given),12,12%,8,8%,-2%,-9,1%
CCN(CC)CC(=O)n1c2c(c3ccccc31)CCCC2,11,-2%,4,22%,2%,2,-2%

# Single records, as listed above. Order of screens: HCMV inh, Giardia FBPA inh, CHX counter, AmpC no deterg, AmpC inh detg, Shiga toxin inh, AMA1-RON2 inh
# Shown for `CC(C)CCn1c(CN2CCOCC2)nc2c1c(=O)n(C)c(=O)n2C` : 13, 2%, -2, 25%, -10%, -2, -3%
# Shown for `O=c1oc(-c2ccccc2)nc2sc3c(c12)CCC3` : -9, 1%, 70*, -43%, 0%, 70*, -18%
# Shown for `CCC(=O)NCCNC(=O)c1c(SC)nsc1SC` : -6, 2%, -3, -7%, 5%, 13, -2%

# (listing goes on)
SMILES,HCMV inh,Giardia FBPA inh,CHX counter,AmpC no deterg,AmpC inh detg,Shiga toxin inh,AMA1-RON2 inh
CCSc1nnc(NC(=O)CSc2nccn2-c2cc(C)cc(C)c2)s1,75,9%,-5,-3%,-2%,-16,-3%
COc1ccccc1NC(=O)c1c(C)nc2ccccc2c1C(=O)O,35,-8%,1,-15%,-6%,6,6%
CC(=O)Nc1ccc(NC(=O)CSc2nnnn2-c2ccc3c(c2)OCCO3)cc1,-15,4%,10,0%,-3%,-3,4%
CC1CC(C)CN(C(=O)COC(=O)c2ccc[nH]c2=O)C1 (stereo not given),?,-2%,-3,-15%,?,5,5%
CSC(=NC#N)N1CCN(C(=NC#N)SC)CC1,-9,-2%,5,-3%,2%,31,2%
COc1ccc(Cl)cc1N(CC(=O)Nc1ccccc1C(=O)N1CCCC1)S(C)(=O)=O,3,7%,-3,39%,-8%,-9,6%
COc1cc(N/C(N)=N/c2nc(C)cc(C)n2)c(OC)cc1Cl,-19,-4%,-2,-34%,5%,10,0%
Cn1c(-c2sc3cc(C(F)(F)F)cnc3c2-c2ccccn2)n[nH]c1=S,16,-21%,-1,-12%,-3%,-4,50%[activator]
Cc1ccc(OC(=O)C2CCN(C(=O)c3ccccc3C)CC2)c(Br)c1,-19,·,·,106%[activator],-8%,·,-15%
C=CCNC(=O)CSc1ncc2c(n1)-c1c(csc1SC)CC2,-23,?,-1,-7%,-1%,-2,-4%
COc1cc(OC)c(/C=N/NC(N)=S)cc1Br,-38,-28%,-3,-39%,-6%,-2,25%
CCOc1ccc(N2C(=O)Nc3ccccc3C2(O)C(=O)NCc2ccco2)cc1 (stereo not given),15,6%,1,-24%,-5%,-16,-3%
O=C1N(CN2CCC3(CC2)OCCO3)c2ccccc2C12OCCCO2,17,9%,0,-24%,0%,-3,5%
C=CCOc1c(Br)cc(CNc2ccc(NC(=O)C(C)C)cc2)cc1OCC,13,?,-1,-15%,-12%,16,-7%
